Compound activity deposited in PubChem by several laboratories.
CatG inh: blocks human cathepsin G enzyme activity; P08311; purified enzyme, AMC-tetrapeptide fluorescence, pooled mixtures; inhibition, % at 5 µM (by protocol); actives 0.2% (n = 62,000);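 active = inhibition above 20% in each of the two mixture wells holding the compound; inactive = inhibition of 20% or less in either well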;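 note: 0% = enzyme control without mixture and 100% = blank lacking enzyme; strong numbers were not always called active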
PKA kinase inh: PKA (human) kinase inhibition | actives 0.1% (n = 65,000) | inhibition, % at 6 µM | PKA Kemptide phosphorylation, Kinase-Glo ATP luminescence;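 active = inhibition above the screen-wide mean inhibition plus 3 SD, cut at about 21% in these data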; note: many of its hits are not listed in these tables
CatL inh: blocks human cathepsin L protease activity; P07711; purified cathepsin L, fluorogenic substrate, fluorescence; inhibition, %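 (tested at 10 µM)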; actives 0.17% (n = 58,000); in the data active = inhibition above about 45%;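 note: 0% = enzyme with no compound and 100% = no enzyme blank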
Target sequence (P07711 114-288 limits assumed): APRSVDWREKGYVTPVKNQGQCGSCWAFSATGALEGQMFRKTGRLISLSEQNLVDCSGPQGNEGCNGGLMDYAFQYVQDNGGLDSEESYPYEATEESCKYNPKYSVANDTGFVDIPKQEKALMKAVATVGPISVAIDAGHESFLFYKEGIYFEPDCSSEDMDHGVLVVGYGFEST
Target sequence (P07711 292-333 limits assumed): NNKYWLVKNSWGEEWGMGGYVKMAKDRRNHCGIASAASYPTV
CatB mix inh: inhibitors of human cathepsin B in compound mixtures; actives 0.06% (n = 62,000); Purified cathepsin B, AMC dipeptide fluorescence; AID 488; P07858; inhibition, %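 (ten-compound pools at 5 µM per compound and 50 µM total)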; in the data active = inhibition above about 22%, passing the limit was not always enough;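 note: 0% = enzyme without compound and 100% = no enzyme blank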
ROCK2 inh: inhibitors of human Rho kinase 2; O75116; purified ROCK2, Kinase-Glo ATP depletion luminescence; inhibition, % at 6 µM; actives 0.35% (n = 60,000); AID 604;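 active = inhibition above the screen-wide mean inhibition plus 3 SD, cut at about 18% in these data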;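 note: plate controls were DMSO wells for no effect and Y-27632 control wells after no-enzyme background subtraction for full effect; many of its hits are not listed in these tables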
CatB inh: human cathepsin B inhibition; purified cathepsin B, fluorogenic substrate, fluorescence; inhibition, %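 (tested at 10 µM)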; actives 0.1% (n = 63,000); AID 453; in the data active = inhibition above about 21%;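 note: 0% = enzyme with no compound and 100% = no enzyme blank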
CatS block: human cathepsin S inhibition. P25774. recombinant cathepsin S, AMC dipeptide fluorescence, pooled mixtures. inhibition, %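 (tested at 5 µM per compound within 10-compound mixtures)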. actives 0.06% (n = 62,000). AID 501; in the data active = inhibition above about 32%, passing the limit was not always enough;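 note: 0% = enzyme without compound and 100% = blank without enzyme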
HER2 expr 66K: inhibitors of human Her2 kinase expression | SKBR-3 HER2 protein level, AlphaScreen, 18-24 h; hits give low values | HER2 level % of control, % at 10 µM | actives 0.69% (n = 65,000) | AID 645;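 active = HER2 level under 5% of the carrier-only control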;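 note: 100% = DMSO carrier and 0% = 500 nM PU-H71 HSP90 inhibitor; lower value means stronger loss of Her2 protein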
C1s inh: human complement C1s inhibition; AID 538; actives 0.16% (n = 62,000); purified C1s, fluorogenic AMC substrate, pooled mixtures; mean inhibition % of two 10-compound mixtures (hits give high values), % at 5 µM (by protocol); P09871;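 active = inhibition above 20% in each of the two 10-compound mixture wells holding the compound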;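 note: 0% = enzyme wells lacking compound mixture and 100% = no-enzyme blank wells; some compounds called inactive have numbers as strong as hits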
Target sequence (P09871 16-437 limits assumed): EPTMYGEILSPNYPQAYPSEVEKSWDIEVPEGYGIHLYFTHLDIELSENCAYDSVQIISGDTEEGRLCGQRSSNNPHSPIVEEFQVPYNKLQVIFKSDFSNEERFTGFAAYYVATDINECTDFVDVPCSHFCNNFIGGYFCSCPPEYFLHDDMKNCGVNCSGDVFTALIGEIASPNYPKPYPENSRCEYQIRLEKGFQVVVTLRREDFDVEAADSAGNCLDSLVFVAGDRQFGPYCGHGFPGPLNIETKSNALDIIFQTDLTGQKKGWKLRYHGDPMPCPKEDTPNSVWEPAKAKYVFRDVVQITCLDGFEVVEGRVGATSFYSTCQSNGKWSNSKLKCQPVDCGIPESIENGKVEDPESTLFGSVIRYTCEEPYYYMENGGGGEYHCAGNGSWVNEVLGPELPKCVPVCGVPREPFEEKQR
Target sequence (P09871 438-688 limits assumed): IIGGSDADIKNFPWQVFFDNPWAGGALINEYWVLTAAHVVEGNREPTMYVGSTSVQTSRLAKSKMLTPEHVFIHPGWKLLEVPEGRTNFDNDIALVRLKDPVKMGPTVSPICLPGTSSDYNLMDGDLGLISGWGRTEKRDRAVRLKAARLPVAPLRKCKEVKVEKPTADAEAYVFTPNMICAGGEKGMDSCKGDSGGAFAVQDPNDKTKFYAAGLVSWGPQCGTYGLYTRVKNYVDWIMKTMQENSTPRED
* marks the source's active call; other numbers are inactive results; i = inactive; nt = no result given. The list is partial. The share of hits here may be higher or lower than overall.

1. CSc1nc(N2CCN(CCO)CC2)c2sc3nc(-c4ccco4)c4c(c3c2n1)CCC4
2. CCOC(=O)c1c(-c2ccccc2)csc1NC(=O)c1nn(CC)cc1Br
3. CSc1ccc(-c2nnn(Cc3ccccn3)n2)cc1
4. O=C(Nc1ccc2nn(-c3ccccc3)nc2c1)c1ccc(Br)o1
5. CC1CCCC(C)N1C(=O)c1cc(F)c(F)cc1Cl (stereo not given)
6. COc1ccc(-c2cc3nc4n(c(=O)c3s2)CCOC4)cc1

Screen / compound no. | 1 | 2 | 3 | 4 | 5 | 6
CatG inh | -4 | -3 | 9 | 8 | 6 | nt
PKA kinase inh | 5 | 7 | 5 | 6 | 8 | -4
CatL inh | 72* | -2 | 11 | 6 | -6 | -178
CatB mix inh | -5 | 1 | 3 | 2 | 1 | nt
ROCK2 inh | nt | 6 | 5 | 5 | 8 | -2
CatB inh | 0 | -3 | 3 | 1 | 1 | -7
CatS block | -1 | -4 | 5 | -1 | -7 | nt
HER2 expr 66K | 19 | 91 | 86 | 53 | 82 | 99
C1s inh | -1 | -7 | 5 | 13 | -16 | nt

7. c1ccc(CNc2nc3ccccc3[nH]2)cc1
8. CCOc1ccc(N=Cc2c(O)cc(C)oc2=O)cc1
9. Cc1nc2nc(-c3ccccc3)[nH]n2c(=O)c1Cc1ccccc1
10. Cc1c(C(=O)N2CCCCC2)oc2ccc(S(=O)(=O)N3CC(C)CC(C)C3)cc12 (stereo not given)
11. Cc1occc1C(=O)Nc1ccccc1NC(=O)c1ccoc1C
12. O=C(NCCCN1CCOCC1)[C@@H]1CSC2c3ccccc3C(=O)N21 (stereo not given in full)

Screen / compound no. | 7 | 8 | 9 | 10 | 11 | 12
CatG inh | -13 | 12 | 2 | 13 | 12 | 9
PKA kinase inh | 1 | 3 | -1 | -1 | -6 | -5
CatL inh | 2 | nt | 19 | -4 | 9 | 7
CatB mix inh | -1 | 6 | 7 | 5 | 2 | 1
ROCK2 inh | nt | 5 | 4 | 1 | -3 | -6
CatB inh | 4 | -2 | 1 | 0 | -1 | -1
CatS block | 3 | 3 | 11 | -3 | 1 | -8
HER2 expr 66K | 204 | 89 | 90 | 87 | 127 | 81
C1s inh | -25 | 34 | -4 | 9 | 13 | 13

13. Cc1cc(C)c(S(=O)(=O)N2CCN(CCO)CC2)c(C)c1
14. Clc1ccc(CSc2ncn[nH]2)cc1
15. Cc1ccc(C(=O)NCCn2cc(SCC(=O)Nc3nnc(C)s3)c3ccccc32)cc1
16. O=C(O)c1cc(S(=O)(=O)O)ccc1O
17. Oc1ccc(N=Cc2ccc(-c3cccs3)s2)cc1
18. Cc1ccc(Nc2nc(C(=O)NCCCN3CCOCC3)cs2)cc1

Screen / compound no. | 13 | 14 | 15 | 16 | 17 | 18
CatG inh | -4 | 8 | -1 | -4 | -29 | 7
PKA kinase inh | -7 | 8 | 10 | 4 | 5 | 9
CatL inh | -5 | nt | 15 | 7 | nt | 14
CatB mix inh | -1 | 5 | 6 | 1 | -13 | 1
ROCK2 inh | 1 | 2 | 4 | 1 | 1 | 8
CatB inh | -3 | 6 | 5 | 2 | nt | 5
CatS block | -5 | -1 | 17 | 2 | -24 | -5
HER2 expr 66K | 91 | 71 | 97 | 81 | -22* | 91
C1s inh | -14 | 11 | -35 | 2 | -49 | 12

The closing two entries of the section above are carried over, then new ones follow.
17. Oc1ccc(N=Cc2ccc(-c3cccs3)s2)cc1
18. Cc1ccc(Nc2nc(C(=O)NCCCN3CCOCC3)cs2)cc1
19. O=C(O)C1CCCCN1S(=O)(=O)c1cccc2nsnc12 (stereo not given)
20. CC(C)C1Cc2c(C#N)c(N)n(C)c(=S)c2CO1 (stereo not given)
21. CC1=C(C(=O)NCc2ccccc2)C(c2cccnc2)n2ncnc2N1 (stereo not given)
22. O=C(CN(Cc1ccc(F)cc1)C(=O)CCC(=O)Nc1ccccn1)NCc1ccco1
23. C=CCn1c(SCc2nc3c(c(=O)[nH]c(=O)n3CCCC)n2CCC)nnc1-c1ccccc1
24. CCCCN(CCCNC(=O)C1CCN(S(=O)(=O)N2CCOCC2)CC1)c1ccccc1

Screen / compound no. | 17 | 18 | 19 | 20 | 21 | 22 | 23 | 24
CatG inh | -29 | 7 | nt | nt | -4 | 8 | 6 | -7
PKA kinase inh | 5 | 9 | 3 | 3 | 1 | 14 | 5 | 7
CatL inh | nt | 14 | 23 | 5 | 4 | nt | 10 | 10
CatB mix inh | -13 | 1 | nt | nt | 0 | 2 | 1 | -7
ROCK2 inh | 1 | 8 | 1 | -2 | 5 | 7 | 4 | 4
CatB inh | nt | 5 | 4 | -1 | -4 | 1 | 0 | -2
CatS block | -24 | -5 | nt | nt | 5 | -8 | -1 | 3
HER2 expr 66K | -22* | 91 | 46 | 77 | 90 | 103 | 109 | 80
C1s inh | -49 | 12 | nt | nt | 2 | -1 | 4 | -9

25. CC(=O)C(C)Oc1ccc2c3c(c(=O)oc2c1)CCCC3 (stereo not given)
26. O=C(Cc1cccs1)N(c1ccc(Cl)cc1)C1C=CS(=O)(=O)C1 (stereo not given)
27. O=C(c1cccs1)N(Cc1nc2sc3c(c2c(=O)[nH]1)CCCC3)C1CCCC1
28. Cc1nc(SCC(=O)Nc2ccnc3ccccc23)n[nH]1
29. O=C(NCc1cccs1)C1CCCN1C(=O)Nc1ccccc1 (stereo not given)
30. O=C(CCCCn1c(=O)c2ccccc2n(CC(=O)Nc2ccccc2)c1=O)NCc1ccco1

Screen / compound no. | 25 | 26 | 27 | 28 | 29 | 30
CatG inh | 10 | -11 | 13 | 6 | 8 | -14
PKA kinase inh | 9 | 2 | 9 | 8 | 6 | -2
CatL inh | -23 | 3 | 10 | 9 | 21 | -4
CatB mix inh | 0 | -1 | 3 | -3 | -1 | 2
ROCK2 inh | 4 | 3 | 3 | 7 | 6 | -5
CatB inh | -3 | -3 | 6 | 7 | 4 | 1
CatS block | -2 | -6 | 18 | -6 | 1 | 0
HER2 expr 66K | 111 | 96 | 75 | 100 | 76 | 85
C1s inh | 0 | -23 | 10 | -41 | 3 | -21

31. O=C1c2ccccc2S(=O)(=O)N1CCOc1ccc(F)cc1
32. CCN1C(=S)SC(=O)C1=C1C=C(C)OC(C)=C1
33. COc1ccc(NC(=O)C2CCCN2S(=O)(=O)c2cccc3cccnc23)c(OC)c1 (stereo not given)
34. COc1ccccc1N1CCN(Cc2nc(N)nc(Nc3ccc(C)c(Cl)c3)n2)CC1
35. O=C(Nc1cccc(F)c1)C1CC(=O)N(c2ccc(Cl)cc2)C1 (stereo not given)
36. CC(C)(C)c1ccccc1OCC(=O)NCCC(=O)O

Screen / compound no. | 31 | 32 | 33 | 34 | 35 | 36
CatG inh | -11 | 7 | -8 | 3 | 8 | -2
PKA kinase inh | 6 | 5 | 3 | 0 | nt | 3
CatL inh | nt | -4 | -6 | 4 | -9 | 0
CatB mix inh | -3 | 1 | 3 | -1 | -3 | 1
ROCK2 inh | 6 | nt | 5 | 0 | nt | 5
CatB inh | -1 | 7 | 2 | 2 | -1 | -1
CatS block | -7 | 11 | 4 | 12 | 5 | 0
HER2 expr 66K | 94 | 93 | 79 | 58 | 89 | 116
C1s inh | -32 | -12 | -11 | -2 | 13 | -3

37. Cc1ccc(OCCC(=O)OCC(=O)N2c3ccccc3CC2C)cc1 (stereo not given)
38. Cc1cc(=O)n2nc(N3CCC(C(=O)NCc4cccnc4)CC3)sc2n1
39. COc1cc(-c2nnc3sc(Cc4ccc(Cl)cc4)nn23)cc(OC)c1OC
40. CCc1c(C)nc(N)nc1OCC(F)(F)C(F)F
41. Clc1ccccc1Cn1nnc2c(NCC3CC3)ncnc21
42. O=C(NCc1ccco1)c1ccc(N2CCCC2=O)cc1

Screen / compound no. | 37 | 38 | 39 | 40 | 41 | 42
CatG inh | 2 | 11 | -1 | 6 | 2 | 0
PKA kinase inh | 9 | 2 | -10 | 6 | 7 | 7
CatL inh | -3 | 16 | 12 | 2 | 6 | -4
CatB mix inh | -2 | 2 | 2 | -4 | 0 | 1
ROCK2 inh | 3 | 2 | -4 | 9 | 1 | 0
CatB inh | 2 | 5 | -7 | 0 | 1 | -2
CatS block | -17 | 12 | 1 | 10 | -5 | 5
HER2 expr 66K | 85 | 101 | 94 | 93 | 106 | 73
C1s inh | -49 | 14 | -16 | 1 | -63 | 0

Single records, from the list above:
Oc1ccc(N=Cc2ccc(-c3cccs3)s2)cc1 reads CatG inh = -29; PKA kinase inh = 5; CatL inh = nt; CatB mix inh = -13; ROCK2 inh = 1; CatB inh = nt; CatS block = -24; HER2 expr 66K = -22*; C1s inh = -49
O=C(c1cccs1)N(Cc1nc2sc3c(c2c(=O)[nH]1)CCCC3)C1CCCC1 reads CatG inh = 13; PKA kinase inh = 9; CatL inh = 10; CatB mix inh = 3; ROCK2 inh = 3; CatB inh = 6; CatS block = 18; HER2 expr 66K = 75; C1s inh = 10

Following part.
43. Cn1c(=O)cc(SCC(=O)N2CCN(C3CCCCC3)CC2)c2ccccc21
44. OCCN1CCN(CCCN2c3ccccc3Sc3ccc(C(F)(F)F)cc32)CC1
45. COc1ccc2c(C)c(Cl)c(=O)oc2c1
46. CCNC(=O)c1ccccc1NC(=O)c1cccc(S(=O)(=O)N2CCC(C)CC2)c1
47. CC(C)C(NS(=O)(=O)c1ccc2c(c1)oc(=O)n2C)C(=O)N1CCN(Cc2ccccc2)CC1 (stereo not given)
48. CC(C)COC(=O)C1[C@H]2C(=O)N(Cc3cccs3)C[C@]23C=C[C@H]1O3 (stereo not given in full)

Screen / compound no. | 43 | 44 | 45 | 46 | 47 | 48
CatG inh | 9 | -4 | -6 | 3 | 8 | 14
PKA kinase inh | 5 | 4 | -2 | 10 | 5 | 11
CatL inh | 0 | 13 | i | 23 | nt | -2
CatB mix inh | 4 | -4 | -1 | -1 | 17 | 5
ROCK2 inh | 1 | 5 | 0 | 6 | 1 | 6
CatB inh | 6 | -3 | -8 | 2 | 9 | 6
CatS block | 4 | 14 | 4 | 4 | 6 | 5
HER2 expr 66K | 113 | -9.1* | 105 | 95 | 56 | 122
C1s inh | 14 | -50 | -88 | -12 | 11 | 15

49. Cc1nc2ncnn2c(N2CCN(c3cccc(C(F)(F)F)c3)CC2)c1C
50. O=C1C=C(O)CC(c2ccco2)C1 (stereo not given)
51. CCC/C(O)=C1\C(=O)CC(C)(C)CC1=NCCO
52. Cc1oc2cc(OC(C)C(=O)O)ccc2c(=O)c1Oc1ccccc1 (stereo not given)
53. CCCc1cc(=O)n2[nH]c(C)c(-c3ccccc3)c2n1
54. Nc1ccc(-c2cnc(-c3ccc(N)cc3)nc2)cc1

Screen / compound no. | 49 | 50 | 51 | 52 | 53 | 54
CatG inh | 8 | nt | 9 | 19 | 43 | -10
PKA kinase inh | 6 | -1 | -2 | 4 | -3 | 4
CatL inh | 6 | 16 | 4 | -9 | 20 | -6
CatB mix inh | -2 | nt | 3 | -1 | -2 | 7
ROCK2 inh | 3 | -16 | 7 | 2 | -10 | -6
CatB inh | 2 | 1 | 3 | -1 | 0 | 1
CatS block | -3 | nt | 0 | 4 | 12 | -5
HER2 expr 66K | 58 | 99 | 101 | 116 | 82 | 94
C1s inh | -1 | nt | 13 | -5 | -1 | -9

55. Cc1c(NC(=O)C2CCCNC2=O)c(=O)n(-c2ccccc2)n1C (stereo not given)
56. Cc1ccc2c(c1)NC(=O)C(CC(=O)Nc1ccc(CN3CCC(C)CC3)cc1)O2 (stereo not given)
57. CCOC(=O)c1cccc(NC(=O)CCNS(=O)(=O)c2ccc3c(c2)CCN3C(=O)CC)c1
58. O=C(CNC(=O)C1CCCCC1)NC1=NCCS1
59. NC(=O)CSc1c[nH]c2ccccc12

Screen / compound no. | 55 | 56 | 57 | 58 | 59
CatG inh | -1 | 10 | 20 | -3 | nt
PKA kinase inh | 5 | 4 | 6 | 3 | 4
CatL inh | -5 | nt | -3 | -4 | 8
CatB mix inh | 5 | 0 | 5 | 4 | nt
ROCK2 inh | 0 | 4 | 6 | 1 | -5
CatB inh | 4 | 2 | 6 | -2 | 1
CatS block | -2 | 0 | -2 | -6 | nt
HER2 expr 66K | 95 | 79 | 89 | 66 | 105
C1s inh | 2 | 10 | -11 | -8 | nt
